# High-throughput results from PubChem.
# PME-1 primary: PME-1 inhibitors via competitive probe labeling, primary screen, biochemical, fluorescence polarization, FP-Rh probe, HTS; Protein phosphatase methylesterase 1 (Homo sapiens), Q9Y570; recombinant PME-1; inhibition, % at 5.9 µM; actives 0.53% (n = 320,000); AID 2130, 2009;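 active = inhibition above the campaign mean of all compounds plus 3 SD, cut at about 26% in these data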;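 note: competitive labeling of PME-1 active site by serine hydrolase directed probe; 0% = PME-1 with DMSO and 100% = wells lacking PME-1 enzyme; inhibitors block probe labeling so polarization falls and inhibition rises; many of its hits are not listed in these tables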
# pPAFAH inh: pPAFAH enzyme inhibitors, primary screen, biochemical, fluorescence polarization, human; Platelet-activating factor acetylhydrolase (Homo sapiens), Q13093; recombinant pPAFAH, FP-rhodamine probe fluorescence polarization; inhibition, % at 3.39 µM; actives 1.5% (n = 330,000);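 active = inhibition above the mean inhibition across the screen plus 3 SD, cut at about 25% in these data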;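 note: inhibitors block binding of the rhodamine activity-based probe so polarization drops; 0% = enzyme with DMSO and 100% = wells lacking pPAFAH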
# Target sequence (Q13093 whole entry, looked up): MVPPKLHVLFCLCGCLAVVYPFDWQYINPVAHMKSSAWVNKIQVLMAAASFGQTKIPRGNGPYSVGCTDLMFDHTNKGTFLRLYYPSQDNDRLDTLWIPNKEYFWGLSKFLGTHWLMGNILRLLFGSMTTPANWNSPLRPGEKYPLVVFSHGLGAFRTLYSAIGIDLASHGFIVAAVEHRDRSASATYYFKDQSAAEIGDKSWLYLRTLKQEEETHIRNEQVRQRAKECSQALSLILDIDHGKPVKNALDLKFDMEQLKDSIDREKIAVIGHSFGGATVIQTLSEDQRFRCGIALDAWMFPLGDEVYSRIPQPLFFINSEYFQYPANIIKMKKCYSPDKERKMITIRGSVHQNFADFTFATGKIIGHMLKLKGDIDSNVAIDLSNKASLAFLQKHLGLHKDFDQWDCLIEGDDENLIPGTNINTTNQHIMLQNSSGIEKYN
# LYPLA1 inh: LYPLA1 inhibitors, primary screen, counter-screen for PME1 inhibitor project, biochemical, fluorescence polarization, FP-Rh probe ABPP. Acyl-protein thioesterase 1 (Homo sapiens), O75608. recombinant LYPLA1. inhibition, % at 5.9 µM. actives 0.16% (n = 320,000);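 active = inhibition above the mean of all tested compounds plus 3 SD, set per campaign, cut at about 14% in these data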;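 note: inhibitors block serine hydrolase probe labeling of LYPLA1 so polarization falls; 0% = enzyme with DMSO and 100% = wells lacking LYPLA1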
# PAD4 FP inh: human PAD4 inhibitors, primary screen, biochemical, fluorescence polarization, 1536-well format; actives 0.41% (n = 330,000); inhibition, % at 6.36 µM; recombinant PAD4, RCA probe fluorescence polarization; Protein-arginine deiminase type-4 (Homo sapiens), Q9UM07;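 active = percent inhibition above a cutoff equal to the mean of all tested compounds plus 3 SD, cut at about 15% in these data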;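 note: 0% = PAD4 with RCA probe and DMSO and 100% = probe without PAD4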
# GSTO1 inh: inhibitors of recombinant GSTO1, primary screen, counter-screen for RBBP9 inhibitor project, biochemical, fluorescence polarization; AID 1974, 2009; actives 1.1% (n = 300,000); activity-based probe fluorescence polarization; Glutathione S-transferase omega-1 (Homo sapiens), P78417; inhibition, % at 5.96 µM;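 active = inhibition above the campaign mean inhibition plus 3 SD, cut at about 35% in these data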;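 note: 0% = GSTO1-1 with DMSO and 100% = wells lacking GSTO1-1 enzyme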
# Target sequence (P78417 whole entry, looked up): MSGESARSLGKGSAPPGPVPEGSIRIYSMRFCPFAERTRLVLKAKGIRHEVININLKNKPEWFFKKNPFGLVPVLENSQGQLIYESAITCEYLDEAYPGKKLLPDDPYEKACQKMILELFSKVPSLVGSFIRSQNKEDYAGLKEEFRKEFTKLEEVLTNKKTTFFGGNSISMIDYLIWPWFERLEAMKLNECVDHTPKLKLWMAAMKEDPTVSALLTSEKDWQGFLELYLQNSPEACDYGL
# PAFAH1B2 FP inh: PAFAH1B2 enzyme inhibitors, primary screen, biochemical, fluorescence polarization, human; AID 492953, 2010; Platelet-activating factor acetylhydrolase IB subunit alpha2 (Homo sapiens), P68402; actives 1.2% (n = 340,000); recombinant PAFAH1B2, FP-rhodamine activity probe; inhibition, % at 3.39 µM;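 active = inhibition above the mean of all tested compounds plus 3 SD, cut at about 24% in these data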;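 note: 0% = enzyme with DMSO and 100% = wells lacking PAFAH1B2; many of its hits are not listed in these tables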
# Target sequence (P68402 whole entry, looked up): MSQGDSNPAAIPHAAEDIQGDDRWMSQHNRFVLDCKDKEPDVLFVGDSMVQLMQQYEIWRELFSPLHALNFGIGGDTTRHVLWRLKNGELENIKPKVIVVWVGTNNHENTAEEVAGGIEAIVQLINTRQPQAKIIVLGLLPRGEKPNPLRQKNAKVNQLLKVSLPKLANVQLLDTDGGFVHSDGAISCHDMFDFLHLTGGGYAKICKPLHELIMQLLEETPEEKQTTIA
# Fam108B inh: mouse Fam108B serine hydrolase inhibitors, primary screen, counter-screen for RBBP9 inhibitor project, biochemical, fluorescence polarization; recombinant Fam108B, FP-Rh probe fluorescence polarization; inhibition, % at 9.51 µM; actives 0.33% (n = 300,000); AID 1947, 2009;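 active = inhibition above the screen mean inhibition plus 3 SD, computed separately per campaign, cut at about 18% in these data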;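 note: inhibitors lower polarization as less probe binds the enzyme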
# PAFAH1B3 FP inh: PAFAH1B3 enzyme inhibitors, primary screen, biochemical, fluorescence polarization, human; recombinant PAFAH1B3, FP-rhodamine probe; inhibition, % at 3.39 µM; actives 0.28% (n = 340,000); AID 492972, 2010;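 active = inhibition above the screen-wide average of all tested compounds plus 3 SD, cut at about 25% in these data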;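 note: 0% = enzyme with DMSO only and 100% = wells lacking PAFAH1B3 protein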
# PAFAH2 inh: PAFAH2 enzyme inhibitors, primary screen, biochemical, fluorescence polarization, human | Platelet-activating factor acetylhydrolase 2, cytoplasmic (Homo sapiens), Q99487 | recombinant PAFAH2, FP-rhodamine activity probe | inhibition, % at 3.39 µM | actives 0.99% (n = 340,000) | AID 492956, 2010;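 active = inhibition above the mean over all tested compounds plus 3 SD, cut at about 30% in these data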;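 note: inhibitors block probe labeling of enzyme so polarization drops; 0% = enzyme with DMSO and 100% = wells lacking PAFAH2 protein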
# * hit, by the source's call; nt = no result given; & = joins results of further samples; ! = a repeat was not active. These rows are one share of the data, so the mix of outcomes need not match the whole.
SMILES,PME-1 primary,pPAFAH inh,LYPLA1 inh,PAD4 FP inh,GSTO1 inh,PAFAH1B2 FP inh,Fam108B inh,PAFAH1B3 FP inh,PAFAH2 inh
CCn1c(SCC(=O)N2c3ccccc3Sc3ccccc32)nnc1-c1ccco1,3.1,0.9,1.4,-3.4,1.2,0.9,-0.1,10.8,5.0
Cc1ccc(NC(=O)OCc2cccs2)cc1,-5.3,2.0,0.6,-1.6,7.3,nt,0.0,nt,nt
Cc1ccc(/C=C(\NC(=O)c2ccccc2)C(=O)NC(Cc2ccccc2)C(=O)O)cc1 (centres undefined),-0.5,1.6,-1.6,-5.5,4.5,-1.5,-2.5,0.9,3.0
O=C(CSc1nc2ccccc2s1)N1c2ccccc2Sc2ccccc21,-7.1,-3.9,-5.2,-4.6,3.1,-1.0,-8.9,6.4,-7.3
O=C(NN(c1ccccc1)c1ccccc1)c1ccc([N+](=O)[O-])o1,-1.3,3.7,-2.4,-6.3,25.0,-0.7,1.2,10.5,3.0
CCOC(=O)c1nn(-c2ccc(C)cc2)c(=O)cc1OCC(=O)Nc1cc(C)ccc1OC,-1.7,2.6,0.0,-6.0,4.5,11.4,0.3,4.4,-4.9
COc1ccc(/C=C/C(=O)OCn2c(SC)nnc(C)c2=O)cc1OC,-3.7,5.1,1.8,-0.2,6.7,2.0,-0.7,6.0,-3.2
S=C(Nc1ccc(Oc2ccccc2)cc1)N1CCN(c2ccccn2)CC1,3.2,5.1,-1.4,2.4,3.5,4.0,-1.5,0.4,5.5
COc1cc(N)c(Cl)cc1C(=O)OCC(=O)N1CCc2ccccc21,7.0,2.4,-4.2,5.9,nt,2.6,nt,-0.5,33.4*
Cc1ccc(CNc2oc(-c3cccs3)nc2C#N)cc1,6.6,2.7,-2.1,-5.6,1.5,7.2,4.0,-1.3,9.1
O=C(CN1CCSCC1)c1c[nH]c2ccccc12,-2.8,3.1,-0.1,0.9,-3.3,-4.6,0.2,3.5,5.5
COC(C[C@H]1O[C@H]1C(=O)[C@H](C)OCc1ccccc1)OC,2.8,3.8,-1.1,2.3,5.1,3.5,1.9,1.3,14.0
Cc1onc(-c2ccccc2Cl)c1C(=O)NCCCc1ccccc1,-0.9,6.3,-1.1,0.8,-2.4,6.0,-0.6,6.8,3.1
CCCCN(CCCC)CC(O)COc1ccccc1Br (centres undefined),-0.5,2.3,1.6,-6.7,-0.4,7.0,-2.5,2.1,-2.9
COC(=O)c1[nH]c2ccccc2c1NC(=O)CN1CCC(C(N)=O)(N2CCCCC2)CC1,-0.6,2.1,3.9,-4.3,13.9,1.6,0.8,9.6,4.9
O=S(=O)(Nc1nc(SCc2ccc(Cl)cc2)n[nH]1)c1ccc(F)cc1,1.1,6.8,-0.5,1.3,3.2,nt,1.7,nt,nt
O=C(Nc1nccs1)c1cc2sccc2n1Cc1ccc(Cl)cc1,0.6,20.7,4.6,4.7,6.0,-2.6,-2.2,4.1,2.0
O=C(Oc1ccc2ccccc2c1Br)N1CCCCCC1,-1.8,4.1,-7.3,-1.0,7.2,0.3,-3.7,3.0,-2.2
CC12CN3CCN(CC(C3)/C1=N\NC(=O)Nc1cccc(Cl)c1)C2,-1.8,-0.3,1.2,-6.6,8.1,nt,1.9,nt,nt
CCOC(=O)N1CCN(c2c(NCc3ccccc3OC)c(=O)c2=O)CC1,3.0,-0.2,1.7,-3.1,-2.4,1.2,0.2,-1.2,12.7
COC(=O)c1cccc(NC(=O)c2nn(C(C)C)c(=O)c3ccccc23)c1,-2.6,24.9*,-3.4,-4.8,1.6,3.6,-1.8,2.0,9.3
O=C(OCc1nnc(-c2ccc(Cl)cc2)o1)C12CC3CC(CC(O)(C3)C1)C2,-6.0,3.0,-0.4,-4.5,-4.5,4.0,-1.2,-1.1,25.7
O=C(c1ccc(Cn2c(=O)[nH]c3ccccc3c2=O)cc1)N1CCN(c2ccc(F)cc2)CC1,-4.0,3.8,11.8,-0.2,-3.9,6.6,0.4,3.8,-2.1
FC(F)(F)c1cccc(NC(=S)N2CCCCCC2)c1,0.0,-0.5,1.1,-6.3,0.2,4.1,0.5,6.6,0.3
CC(=O)C1=C(C)NC(SCC(=O)Nc2nccs2)=C(C#N)C1c1ccccc1Cl (centres undefined),2.7,7.8,-1.2,4.2,2.1,-1.3,-1.8,0.1,-5.1
CCn1c(/C=C/c2ccccc2Cl)nc2ccccc2c1=O,6.5,-1.9,-2.6,-0.6,-6.7,2.1,2.6,14.4,-10.6
NC(=O)C1CCN(C(=O)COc2ccc3ccccc3c2)CC1,-5.7,2.0,-2.3,-2.7,2.0,0.9,-4.0,4.2,10.7
COCCCNC(=O)c1cc2cc3cc(OC)ccc3nc2o1,-6.5,8.7,1.9,2.0,1.0,-3.9,0.0,5.8,3.7
CCn1c(CC(=O)Nc2ccccc2)nnc1SCC(=O)Nc1nnc(C)s1,2.9,10.2,5.2,-2.6,-10.1,-0.1,0.6,-4.6,16.4
O=C(CC1(O)C(=O)Nc2ccccc21)c1cccc(Br)c1 (centres undefined),-2.0,-2.1,1.2,-0.5,-0.4,3.0,-0.6,3.5,-6.7
Cc1ccc(OCC(O)CN2CCC(Cc3ccccc3)CC2)c(C)c1 (centres undefined),0.2,0.9,6.0,8.1,-2.9,1.2,0.6,5.7,0.3
CC(C)Sc1nnc(NC(=O)CCc2ccccc2)s1,1.9,2.3,3.2,5.8,11.0,3.6,-1.3,9.2,-4.0
Cc1ccc(S(=O)(=O)NC2CC3CCC2C3)cc1 (centres undefined),3.3,-2.1,2.5,0.3,-7.1,nt,2.8,nt,nt
Cc1ccc2cc(C#N)c(NCc3ccco3)nc2c1,-2.1,-0.2,-7.4,2.1,-0.6,3.0,-4.3,6.1,0.1
C/C(=N\OC(=O)C1CC1)C1CC1c1ccc(F)cc1 (centres undefined),4.8,5.0,0.5,-0.6,-0.6,-4.9,0.8,3.5,9.4
Cc1ccc(NC(=S)Nc2cc(-c3ccccc3)[nH]n2)cc1Cl,-50.2,-16.9,-29.1,-1.9,-12.4,-0.1,-15.4,7.0,-26.5
COC(=O)Cc1c(O)ccn(Cc2cccc(C(F)(F)F)c2)c1=O,-5.3,2.2,5.7,-1.0,2.3,11.2,-1.6,8.2,4.9
CCOc1ccc(C(C)=O)cc1CC(C(N)=O)C(N)=O,-2.1,4.4,0.2,0.0,-4.0,4.5,-1.0,11.2,5.4
CC1(C(=O)O)CCC(C(=O)NCCc2ccccc2)C1(C)C (centres undefined),0.0,-1.9,3.0,-2.9,3.6,4.0,-2.4,-3.0,9.4
O=C(O)c1cc2c(cc1NC(=O)c1c(F)cccc1Cl)OCCCO2,3.0,-0.9,-3.4,-2.6,-15.7,-0.8,-0.1,-3.9,6.1
O=C(N/N=C/c1sc2ccccc2c1O)c1ccccc1,0.2,16.6,-2.2,3.0,17.2,-0.1,1.0,7.2,7.3
CCOc1ccc(C(=O)NCC(c2cccs2)N(C)C)cc1 (centres undefined),2.7,-6.9,-1.4,-4.5,-3.0,-1.0,-3.0,5.7,-3.9
C1=C(c2ccccc2)CCN(c2nc3ccccc3n3cnnc23)C1,-1.5,5.3,-0.6,-1.3,-5.6,-0.2,-3.3,2.1,-2.0
CCC(=O)NS(=O)(=O)c1cccnc1Nc1ccc(Cl)cc1,-0.4,0.8,-0.1,-7.2,1.2,2.3,-1.2,10.3,2.5
COc1cc2c(C#N)c(N3CCCC3)nc(N)c2c(N)n1,13.6&16.2,8.2&5.3,0.3&0.1,-9.1&-2.4,3.7&-0.2,10.0&1.9,1.7&2.6,42.6*!,11.9&9.8
CC(C)(C)C1(C)OC(C(=O)NC2CCCCC2)C(C(=O)NC2CCCCC2)O1 (centres undefined),0.3,4.2,2.5,-1.2,-3.9,3.1,1.0,1.2,1.6
CCOC(=O)CSC1=C(C#N)C(c2ccccc2C)C2=C(CCCC2=O)N1 (centres undefined),0.2,4.5,0.4,3.5,-6.7,-4.2,2.7,0.3,-3.8
CCc1nnc(NS(=O)(=O)c2ccc(NC(=O)c3cccc(OC(F)(F)C(F)F)c3)cc2)s1,-4.8,-11.4,-2.9,-1.7,-12.7,3.3,-0.9,5.0,4.7
CC(C)[C@H](NC(N)=O)C(=O)Nc1ccc(F)c(Cl)c1,-5.1,2.1,-1.2,-2.2,-2.4,-3.8,0.5,5.5,-1.2
Cc1ccccc1CN1CCC(Oc2ccc(C(=O)N3CCCC3)cc2)CC1,0.8,-3.2,3.9,-3.1,-2.6,6.6,-4.2,14.5,9.1
COC(=O)c1ccccc1NC(=O)CSCC(=O)Nc1ccccc1OC,3.0,-4.5,6.9,-0.6,-1.2,3.8,-1.5,10.4,0.5
CCCOn1c(-n2nc(C)cc2C)nc2ccccc2c1=O,-8.0,2.6,4.5,0.0,4.8,1.9,7.5,4.2,-1.2
CC1=C(NCCc2ccccc2)CCC1=O,-0.5,2.0,-4.0,-0.4,7.4,6.3,6.3,2.3,-1.0
CCOP(=O)(OCC)C(NC(=O)C(F)(F)F)c1ccccc1 (centres undefined),3.0,2.2,2.4,-2.0,7.7,3.5,0.5,-1.1,1.2
Cc1ccnn1CC(=O)N/N=C/c1cn[nH]c1-c1ccccc1,-6.9,-5.0,-1.1,1.0,1.4,6.7,-0.4,5.3,3.4
O=c1onc(-c2ccccc2)n1-c1cc(Cl)cc(Cl)c1,2.4,-1.3,4.4,1.4,1.7,nt,3.6,nt,nt
O=C(CCC1COc2ccccc2O1)NCC1COc2ccccc2O1 (centres undefined),-2.5,2.1,-0.5,2.0,-12.3,2.5,2.3,-1.7,-2.6
O=C(CCC(=O)Nc1ccc(F)cc1)N/N=C/c1ccncc1,-1.4,0.5,-0.7,-2.2,2.7,4.3,-1.2,-1.2,1.5
Cc1ccc(C)c2c(N)c3c(nc12)CCCCC3 (tested in a mixture with another compound),5.3,1.4,4.7,2.0,2.9,8.7,8.0,2.0,-4.9
COc1cc(F)ccc1S(=O)(=O)N1CCN(C23CC4CC(CC(C4)C2)C3)CC1,8.0,2.6,-2.3,-2.1,-2.1,5.8,-2.9,6.8,5.1
N#C/C(=C\c1ccc(-c2ccc([N+](=O)[O-])cc2)o1)C(=O)Nc1nc(-c2cccs2)cs1,0.6,17.5,-13.4,-37.3,-19.8,3.5,0.2,4.1,11.8
